Bioassay records deposited in PubChem BioAssay by several laboratories.
Yfh1-off respiration: enhancers of respiration in Yfh1-depleted yeast, dose response, Friedreich's ataxia, plus single-dose screen (AID 1465); actives 0.074% (n = 220,000); fold induction at 50 µM; hits with a dose series show EC50 in µM; S. cerevisiae Yfh1-off respiration, WST-1 reduction, 72 h; higher fold induction means a stronger effect;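 active = fold induction of absorbance versus untreated yeast above a set limit, then at least 30% activation at any dose in follow-up; inconclusive = repeats straddling the limit, or above it without dose testing; inactive = fold induction below the set limit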;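 note: activators that raise dye reduction in frataxin-depleted yeast; strong numbers were not always called active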
Autophagy mod: autophagy modulators in MEF cells, primary screen, imaging, high-content, MEF GFP-LC3 | MEF GFP-LC3 puncta imaging; test concentration mostly 10 µM | calls only at 10 µM (by protocol) | actives 0.98% (n = 190,000) | AID 463193, 2010;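 active = percentage of spot-positive cells more than 3 SD above its plate mean, without a fluorescence outlier flag or 80% toxicity; inconclusive = no clear call, values can overlap the other calls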;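 note: spot-positive cell cutoff set from DMSO-treated cells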
MT stabilize HCS: microtubule stabilizers in HeLa cells, primary screen, imaging, high-content imaging. HeLa tubulin immunostaining HCS, 24 h; share of cells brighter than vehicle mean+2SD. % tubulin-high responders, % at 10 µM. actives 0.83% (n = 200,000);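 active = plate Z-score above 3 for both tubulin-high and condensed-nucleus cell shares, with cell loss under 80%, at 10 µM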;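 note: anti alpha tubulin signal scored within the nucleus-defined area of each cell; some results filed as inactive read as strong as hits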
WT yeast gro inh: growth inhibition of WT strain, primary screen, mitochondrial fusion inhibitor project, WT and mutant strains, chemical genetic; mitochondrial fusion phenotypic screen; inhibition, % at 10 µM; actives 2.1% (n = 190,000); in the data active = inhibition above about 58%; tested in S. cerevisiae
NOD2 inhibition: NOD2 signaling inhibitors, cell-based, luminescence, uHTS, HEK293 (AID 1566); HEK293 NOD2/NF-kB luciferase reporter, luminescence; higher % means a stronger effect; inhibition, % at 4 µM; hits with a dose series show EC50 in µM; actives 0.63% (n = 290,000); in the data active = inhibition above about 50%; note: many of its hits are not listed in these tables
Ins promoter up: insulin promoter activators in MIN6 cells, imaging, high-content screening, mouse beta cells; actives 0.3% (n = 190,000); z-score at 5 µM; MIN6 insulin promoter-GFP reporter; active compounds read high;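 active = z-score above 3 at 5 µM with at least 500 cells counted in the well; inconclusive = wells under 500 cells, flagged as cytotoxic or low count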
Lipid droplet: inhibitors of hepatocyte lipid droplet formation, primary screen, imaging, high-throughput imaging, BODIPY stain; actives 0.4% (n = 240,000); inhibition, % at 6.5 µM; AML12 mouse hepatocytes, oleate lipid droplets;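 active = lipid droplet intensity inhibited by at least 50%, with more than 500 cells counted; inconclusive = wells with under 300 cells, treated as cytotoxic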
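Assay system: AML12 hepatocytes (mouse); Probe or stimulus: oleic acid at 100 µM to induce lipid droplet formation; Dosing: compound at 6.5 µM only; Schedule: compound with oleate, overnight; Detection: fluorescence imaging, 20x objective, two fields per well; Measure: % inhibition of lipid droplet signal.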
Dynein transport: inhibitors of GR-EGFP nuclear translocation, primary screen, dynein cargo transport inhibitor project, imaging, high-content, 3617.4 mouse cells | z-score, hits read low | test concentration mostly 20 µM; stimulated with dexamethasone, 1 µM; active compounds read low | actives 0.47% (n = 220,000);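 active = plate z-score of nuclear minus cytoplasmic receptor signal below a set negative limit, without overly bright fluorescence or cell loss, cut at about -3.5 in these data, passing the limit was not always enough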;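 note: z-score of nuclear minus cytoplasmic ring GR-EGFP intensity difference per well; some compounds called inactive have numbers as strong as hits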
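Buffer or medium: Induction medium lacking tetracycline, stripped serum | Also added: Dexamethasone agonist, 1.0 µM final, for 30 min | Timing: 48 h induction, 1 h compound, 30 min dex at 37 °C | Detection: Formaldehyde fixation, Hoechst nuclear stain, 10x automated fluorescence imaging | Measure: Nuclear versus cytoplasmic GR-EGFP signal, averaged per well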
bCat nuc transl: modulators of beta-catenin nuclear translocation, primary screen, imaging, HeLa cells, immunofluorescence, high-content; nuclear translocation activity, % at 5 µM; actives 0.3% (n = 190,000); AID 1665, 2009;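 active = nuclear translocation activity above 50% at 5 µM, with a well cell count of 50 or more; inconclusive = wells under 50 cells across six images, flagged as toxic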;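 note: per-cell ratio of nuclear to cytoplasmic median beta-catenin stain intensity; plate controls were DMSO negative control for no effect and GSK-3 inhibitor IX positive control for full effect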
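System: Human HeLa cells, endogenous beta-catenin | Compound dosing: 5 µM primary, 0.02–20 µM confirmation | Timing: 24 h compound exposure at 37°C, 5% CO2 | Measured by: Fluorescence imaging of beta-catenin antibody stain plus DAPI | Read-out basis: % activation of per-cell nuclear versus cytoplasmic median beta-catenin signal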
WT yeast gro inh mutant strain: also measured in WT yeast gro inh; calls as there; inhibition, %; mitochondrial fusion phenotypic screen, mutant strain inhibition
Dynein transport cytoplasmic EGFP: also measured in Dynein transport; calls as there; z-score; measured here: cytoplasmic GR-EGFP intensity; active compounds read high
Dynein transport nuclear GR-EGFP: also measured in Dynein transport; calls as there; z-score; measured here: nuclear GR-EGFP intensity;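 lower value marks the stronger effect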
Dynein transport cell count: further read-out of Dynein transport, marked with its call; z-score; measured here: cell count per field
Ins promoter up cell count: recorded beside Ins promoter up, whose call it bears; cell count; measured here: cytotoxicity, nuclei count;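 total cells summed across four imaged fields per well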
Lipid droplet cells 6.5 µM: second read-out of Lipid droplet, no call of its own (marks repeat the call); cell count; measured here: cell count, cytotoxicity flag;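 cells counted across two imaged fields per well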
bCat nuc transl cell count 5 µM: second read-out of bCat nuc transl, no call of its own (marks repeat the call); cell count; measured here: cell count, cytotoxicity flag
MT stabilize HCS Hoechst-high %: recorded beside MT stabilize HCS, whose call it bears; % Hoechst-high responders; measured here: nuclear condensation Hoechst responders;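 share of cells brighter than vehicle mean plus two SD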
MT stabilize HCS cytotoxicity %: further read-out of MT stabilize HCS, marked with its call; toxicity, %; measured here: cytotoxicity by cell density;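 0% = mean cell density of plate MIN control wells and 100% = no cells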
Autophagy mod cell loss 18 h: also measured in Autophagy mod; calls as there; toxicity, %; measured here: cell loss, nuclei count;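 cell loss after 18 h compound exposure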
Active calls of the source: *; i = inactive; u = inconclusive; x = not tested or not shown; + = active, no number. Not all compounds are listed, so the mix of outcomes need not match the whole.

item	Molecule	MT stabilize HCS cytotoxicity %	Dynein transport cytoplasmic EGFP	Autophagy mod	MT stabilize HCS Hoechst-high %	Yfh1-off respiration	bCat nuc transl cell count 5 µM	WT yeast gro inh mutant strain	Dynein transport nuclear GR-EGFP	Autophagy mod cell loss 18 h	Dynein transport	WT yeast gro inh	Lipid droplet	Ins promoter up	MT stabilize HCS	bCat nuc transl	NOD2 inhibition	Ins promoter up cell count	Dynein transport cell count	Lipid droplet cells 6.5 µM
1	COc1cc(NS(=O)(=O)c2ccc(F)cc2)c(OC)cc1NC(C)=O	5.1	-0.21	i	3.2	i	785	6	-0.068	-11	-0.11	-4	x	0.38	2.3	-0.9	20%	1241	0.47	x
2	Cc1ccc(/C=C/C(=O)Nn2cnnc2)cc1	9.2	0.0026	i	1.6	i	1094	23	-1.3	-2	-2.8	10	-1	-0.73	2.3	-3.6	5%	1009	1.4	833
3	COc1ccc(-n2c(-c3ccc(Cl)cc3)c[n+]3c2CCc2ccccc2-3)cc1	4.8	-0.17	i	2.7	i	1116	-18	0.26	8	0.4	4	-45	u	3.4	1.8	30%	x	-0.91	716
4	O=C(Nc1ccccc1)c1cc2n(n1)C(C(F)(F)F)CC(C1CC1)N2 (stereo not drawn)	0.9	-0.16	i	1.5	i	973	2	0.71	4	1.5	7	-8	-0.18	0.7	1.0	-37%	1533	-1.5	687
5	COc1ccc(C(CC(=O)NCc2ccco2)c2ccc(F)cc2)cc1 (stereo not drawn)	4.2	-0.2	i	2.3	i	982	3	1.3	-35	0.87	4	x	0.01	3.1	-3.6	11%	1545	-0.81	x
6	Cc1cccc(CCNC(=O)C2CCCN(S(=O)(=O)c3cnc[nH]3)C2)c1 (stereo not drawn)	9.7	-0.36	x	2.0	i	1133	5	-0.027	x	-0.52	15	32	-0.98	5.6	-0.7	4%	1611	1.7	649
7	Cn1c(=O)c2c(nc(CN3CCN(C(c4ccccc4)c4ccccc4)CC3)n2CC(N)=O)n(C)c1=O	9.4	0.24	i	0.5	i	x	13	2.5	24	3.4	-7	20	x	0.7	x	0%	x	-2	735
8	O=C(C1CC1)N1CCc2cc(Br)cc(S(=O)(=O)N3CCN(c4ccccn4)CC3)c21	7.1	0.49	i	2.8	i	1076	0	0.62	20	-0.56	6	-5	0.71	2.9	-0.5	6%	1638	0.47	618
9	CC(=O)Nc1c(C)cc(OCC(=O)O)cc1C	x	-0.21	x	x	i	1204	x	-0.45	x	-0.84	x	4	-0.58	x	-2.8	14%	1415	0.39	678
10	Cc1ccccc1OCC(=O)N/N=C/c1sc(=O)n(Cc2cccc(C(=O)O)c2)c1Cl	x	-0.26	x	x	i	1368	x	0.93	x	0.49	x	49	0.28	x	0.0	2%	1125	-0.83	773
11	CNC(=O)COC(=O)c1cc2c(s1)CCCC2	12	-0.25	i	1.6	i	1037	-7	-0.043	1	0.64	4	5	-1.2	3.9	0.8	10%	1331	-0.17	688
12	O=C(Nc1ccccc1C(F)(F)F)c1c(F)cccc1Cl	12	-0.3	i	1.3	i	1548	1	-0.031	-25	-0.44	-4	-16	0.26	2.5	0.1	4%	1416	0.59	606
13	CCOC(=O)C1=C(NC(=O)c2ccc(Br)o2)Nc2ccccc2N=C1	9.2	-0.17	i	3.4	i	x	-2	-0.12	2	-0.75	-6	x	-0.17	5.8	x	15%	1550	0.2	x
14	CCCOc1ccc(C2c3c(oc4cc(C)c(C)cc4c3=O)C(=O)N2CCCN2CCOCC2)cc1 (stereo not drawn)	5.4	0.0014	x	1.1	i	1141	1	-0.35	x	-0.81	1	x	1.3	6.0	0.2	13%	867	-0.79	x
15	O=C(Oc1cccc(O)c1)C1CCCCC1	1.9	-0.26	i	1.9	i	1536	8	-0.51	0	-0.62	-8	3	0.38	5.3	0.0	-6%	1389	0.65	719
16	O=C(CSc1ccc2ccccc2c1)Nc1ccncc1	7.0	-0.18	i	1.0	x	1235	22	0.68	4	0.45	-1	-2	-1	2.6	-0.7	42%	890	0.83	704
17	CCc1nc(SCC(=O)Nc2nccs2)c2oc3ccccc3c2n1	6.8	-0.22	i	1.8	x	1043	-5	1.3	6	1.5	-5	-9	-0.29	8.2	-0.7	10%	1681	-0.75	668
18	O=C(CSCc1c(F)cccc1Cl)NCc1ccco1	3.1	-0.23	i	1.6	i	1038	6	-0.33	15	-0.46	-11	-10	-0.02	1.5	-0.6	-10%	1785	0.26	618
19	C[n+]1ccc(/C=N/Nc2nc(Cl)c(C#N)c(Cl)c2Cl)cc1	7.2	0.33	i	2.2	i	1472	29	-0.57	15	-1.2	19	-16	-0.29	3.9	0.7	-3%	1126	-2.3	619
20	Cn1c(=O)[nH]c(=O)c2c1nc(N1CCCCC1)n2CCSc1nc2ccccc2o1	5.0	-0.065	i	2.2	i	1176	5	0.38	-47	0.53	14	x	0.2	3.6	-0.5	6%	1048	-0.73	x

Next part, overlapping the part above by 2 compounds.
item	Molecule	MT stabilize HCS cytotoxicity %	Dynein transport cytoplasmic EGFP	Autophagy mod	MT stabilize HCS Hoechst-high %	Yfh1-off respiration	bCat nuc transl cell count 5 µM	WT yeast gro inh mutant strain	Dynein transport nuclear GR-EGFP	Autophagy mod cell loss 18 h	Dynein transport	WT yeast gro inh	Lipid droplet	Ins promoter up	MT stabilize HCS	bCat nuc transl	NOD2 inhibition	Ins promoter up cell count	Dynein transport cell count	Lipid droplet cells 6.5 µM
19	C[n+]1ccc(/C=N/Nc2nc(Cl)c(C#N)c(Cl)c2Cl)cc1	7.2	0.33	i	2.2	i	1472	29	-0.57	15	-1.2	19	-16	-0.29	3.9	0.7	-3%	1126	-2.3	619
20	Cn1c(=O)[nH]c(=O)c2c1nc(N1CCCCC1)n2CCSc1nc2ccccc2o1	5.0	-0.065	i	2.2	i	1176	5	0.38	-47	0.53	14	x	0.2	3.6	-0.5	6%	1048	-0.73	x
21	O=C(O)CCC(=O)Nc1ccc(NC(=O)c2ccc(Cl)cc2Cl)c(Cl)c1	x	-0.37	i	x	i	1598	-8	-0.024	-10	-0.61	-2	16	x	x	0.1	15%	x	0.66	707
22	CCNCc1cc(Cl)c(OCc2ccccc2)c(OCC)c1	2.8	-0.31	i	1.3	i	953	11	0.074	-7	-0.64	12	2	-0.56	1.1	0.4	-15%	1550	0.82	686
23	CC(=O)Nc1nc(C)c(C(C)=O)s1	11	-0.076	i	1.5	i	x	-59	0.1	3	-0.22	-22	-4	0.25	1.8	x	-12%	926	0.092	763
24	CSCC[C@H](NC(=O)OC(C)(C)C)C(=O)N/N=C/c1cccc2cccnc12	x	-0.3	x	x	i	1020	x	0.33	x	0.78	x	0	0.07	x	-0.9	25%	1366	-0.24	729
25	Cc1ccc(SCC(=O)c2sc(-c3ccccc3)nc2C)cc1	5.4	-0.22	i	2.1	i	1036	8	-0.8	2	-0.58	21	14	0.52	1.3	-2.3	2%	1740	0.56	677
26	CCCCCc1c(O)nc(SCCN(C)C)[nH]c1=O	x	-0.22	x	x	i	1329	x	0.72	x	0.62	x	11	0.36	x	1.4	21%	1106	-0.24	801
27	COc1cc(N2CCCC2)c(OC)cc1/C=c1/sc2nc3ccccc3n2c1=O	10	29	+	4.1	x	1351	1	2.5	12*	-5.9	-3	x	17*	26	26	-32%	1376*	1.3	x
28	O=[n+]1c2c(n([O-])c3c1CCCC3)CCCCC2	6.4	-0.2	i	1.8	i	1122	7	-0.17	53	-0.68	7	x	-0.16	2.0	-1.0	-4%	1028	0.97	x
29	Cc1ccc(Cn2c(SCC(=O)NCc3ccco3)nc3ccsc3c2=O)cc1	3.4	-0.14	i	2.1	i	1065	13	-0.43	6	-0.83	6	3	-0.08	8.9	4.4	-7%	1889	1.1	649
30	O=S(=O)(c1ccc(F)cc1)N1CC2CCCN2c2ccc(C(F)(F)F)cc21 (stereo not drawn)	9.5	-0.096	i	2.3	i	x	-8	-0.58	-15	-0.77	13	x	x	2.6	x	15%	x	0.48	x
